Assay outcomes: PubChem BioAssay, Sanford-Burnham Center for Chemical Genomics
TIM10 inh: growth inhibitors of TIM10 yeast strain; S. cerevisiae TIM10 strain growth, BacTiter-Glo luminescence, 24 h; inhibition, % at 10 µM; actives 1.4% (n = 330,000); AID 463195;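 active = inhibition of 40% or more at the single tested concentration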;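 note: wild-type TIM10 isogenic control strain grown at permissive 25 °C; 0% = DMSO yeast wells and 100% = minimal medium wells without yeast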
mIAP block: blocks mouse intestinal alkaline phosphatase | actives 0.2% (n = 330,000) | inhibition, % at 10 µM | AID 2806 | purified mouse IAP, CDP-Star luminescence, 30 min;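 active = inhibition of at least 40% at 10 µM in the primary screen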;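 note: plate controls were DMSO with enzyme for no effect and no enzyme wells for full effect; values of inactives mirror those of a sister screen read the other way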
NLRP3 yeast inh: NALP3 inhibition in yeast; Yeast reconstituted NLRP3/ASC/caspase-1, beta-gal luminescence, 24 h; inhibition, % at 10 µM; actives 0.39% (n = 330,000); AID 2825;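 active = inhibition of 50% or more; inactive = inhibition below 50%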;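 note: plate controls were induced DMSO wells for no effect and uninduced yeast grown without galactose for full effect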
APOBEC3A inh: blocks human APOBEC3A ssDNA deamination. P31941. recombinant A3A, FAM/TAMRA ssDNA deamination fluorescence. inhibition, % at 20 µM. actives 0.41% (n = 330,000);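 active = at least 40% inhibition at 20 µM here, with at most 30% in a related deaminase screen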;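 note: plate controls were A3A with DMSO for no effect and wells lacking A3A enzyme for full effect; some results filed as inactive read as strong as hits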
mIAP activ: increases mouse intestinal alkaline phosphatase activity; muIAP, CDP-Star luminescence, 30 min; hits give high values; 1 = vehicle-only enzyme signal, 0 = enzyme-free wells; actives 0.24% (n = 330,000); activation factor at 10 µM;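 active = activation factor of at least 2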; note: the source names both 10 and 20 µM as test concentration; values of inactives mirror those of a sister screen read the other way
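also added = chemiluminescent substrate CDP-Star | test system = mouse IAP enzyme | signal = chemiluminescence readout | compound = DMSO-dissolved test compounds | incubation = 30 min at room temperature | benchmarks = DMSO wells, no-enzyme wells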
tim10-1 inh: tim10-1 yeast growth inhibition; S. cerevisiae tim10-1 ts strain growth, BacTiter-Glo, 24 h; inhibition, % at 20 µM; actives 2.2% (n = 330,000); AID 463190;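 active = inhibition of at least 40%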;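 note: mutant grown at 25 °C; 0% = DMSO wells with yeast and 100% = wells holding no yeast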
hIAP inh: blocks human intestinal alkaline phosphatase; actives 0.12% (n = 330,000); P09923; purified IAP, CDP-Star luminescence, 30 min; inhibition, % at 10 µM; AID 2544;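 active = inhibition reaching a set limit with compound at 10 µM in the primary screen, cut at about 35% in these data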;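 note: plate controls were DMSO wells with enzyme for no effect and no-enzyme buffer wells for full effect; values of inactives mirror those of a sister screen read the other way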
Target sequence (P09923 whole entry, looked up): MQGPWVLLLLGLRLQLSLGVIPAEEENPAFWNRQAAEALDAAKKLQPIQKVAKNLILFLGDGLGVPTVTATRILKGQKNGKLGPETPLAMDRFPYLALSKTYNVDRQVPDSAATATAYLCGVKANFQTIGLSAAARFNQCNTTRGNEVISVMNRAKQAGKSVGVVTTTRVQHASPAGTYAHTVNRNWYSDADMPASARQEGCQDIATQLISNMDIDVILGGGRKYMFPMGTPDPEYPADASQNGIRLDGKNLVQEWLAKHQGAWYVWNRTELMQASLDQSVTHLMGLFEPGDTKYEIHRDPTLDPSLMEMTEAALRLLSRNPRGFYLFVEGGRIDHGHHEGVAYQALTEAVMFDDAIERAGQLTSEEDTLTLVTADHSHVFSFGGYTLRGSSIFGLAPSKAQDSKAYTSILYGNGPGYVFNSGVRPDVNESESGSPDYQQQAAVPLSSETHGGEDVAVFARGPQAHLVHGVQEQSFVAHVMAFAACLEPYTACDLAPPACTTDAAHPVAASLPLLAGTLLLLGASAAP
A3G deaminase: blocks human APOBEC3G single-stranded DNA deamination | inhibition, % at 20 µM | Q9HC16 | actives 0.28% (n = 330,000) | recombinant A3G, ssDNA deamination FAM/TAMRA fluorescence;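 active = inhibition of at least 40% at 20 µM, with no more than 30% in the related APOBEC3A deaminase screen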;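 note: plate controls were DMSO wells with A3G for no effect and wells lacking A3G enzyme for full effect; some compounds called inactive have numbers as strong as hits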
Target sequence (Q9HC16 whole entry, looked up): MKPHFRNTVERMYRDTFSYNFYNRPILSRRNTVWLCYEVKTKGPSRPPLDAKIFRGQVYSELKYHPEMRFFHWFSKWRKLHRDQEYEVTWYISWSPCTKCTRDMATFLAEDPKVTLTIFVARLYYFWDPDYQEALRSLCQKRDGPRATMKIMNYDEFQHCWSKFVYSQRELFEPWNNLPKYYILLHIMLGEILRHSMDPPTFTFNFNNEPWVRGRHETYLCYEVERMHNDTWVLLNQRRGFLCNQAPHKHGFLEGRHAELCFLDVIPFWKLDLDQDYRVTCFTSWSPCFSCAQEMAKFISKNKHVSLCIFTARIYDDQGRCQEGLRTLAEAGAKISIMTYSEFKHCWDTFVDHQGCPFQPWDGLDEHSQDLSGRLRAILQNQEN
MIN6 prolif: inducers of beta-cell replication in MIN6 cells; MIN6 cells proliferation, ATPlite luminescence, 48 h; cells starved in 0.2% serum; 100% = growth in 10% serum; proliferation, % at 10 µM; actives 0.29% (n = 330,000); AID 2380;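 active = compounds whose signal lies at least 3.5 SD above the mean of all wells on their plate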;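 note: 0% = DMSO-treated cells in low-serum medium and 100% = 10% serum control; some compounds called inactive have numbers as strong as hits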
Active calls of the source: *.

mol,mIAP activ,A3G deaminase,TIM10 inh,NLRP3 yeast inh,mIAP block,tim10-1 inh,MIN6 prolif,APOBEC3A inh,hIAP inh
O=C(NCc1ccccc1)C(=O)Nc1nc(-c2ccccc2)cs1,1,5,4,29,-1,8,-4,5,-10
Cc1ccc(NS(=O)(=O)c2c(C)ccc3nsnc23)c([N+](=O)[O-])c1,1,-1,12,29,-4,21,0,-1,-14
CN(C)c1ccc(C=Nc2cnn(C)c2C(N)=O)cc1,0.96,-8,-5,17,4,11,-4,-5,1
CCOC(=O)c1[nH]c(C)c(C(=O)N2CCc3ccccc32)c1C,0.98,-3,-4,11,2,7,-3,-1,-6
O=c1cc(C(F)F)oc2c1ccc1ccccc12,1.1,2,8,-3,-10,13,-2,0,1
C(=N\c1nc2ccccc2n1CCN1CCCCC1)/c1cccs1,0.98,-6,-6,15,2,14,-1,-1,-6
O=C(Nc1cccc(F)c1)/C(=C\c1ccco1)NC(=O)c1cccs1,0.98,-7,10,12,2,32,-1,-5,-5
Cc1ccc(C)c(NC(=O)CCC(=O)N/N=C/c2cccnc2)c1,0.84,-5,-5,17,16,-14,1,-2,-13

A second format for some results above:
O=C(NCc1ccccc1)C(=O)Nc1nc(-c2ccccc2)cs1
  mIAP activ = 1
  A3G deaminase = 5
  TIM10 inh = 4
  NLRP3 yeast inh = 29
  mIAP block = -1
  tim10-1 inh = 8
  MIN6 prolif = -4
  APOBEC3A inh = 5
  hIAP inh = -10
O=c1cc(C(F)F)oc2c1ccc1ccccc12
  mIAP activ = 1.1
  A3G deaminase = 2
  TIM10 inh = 8
  NLRP3 yeast inh = -3
  mIAP block = -10
  tim10-1 inh = 13
  MIN6 prolif = -2
  APOBEC3A inh = 0
  hIAP inh = 1

(cont.)
mol,mIAP activ,A3G deaminase,TIM10 inh,NLRP3 yeast inh,mIAP block,tim10-1 inh,MIN6 prolif,APOBEC3A inh,hIAP inh
CCN(CC)S(=O)(=O)c1ccc(Oc2ccccc2)cc1,1,-8,-3,19,-2,38,-3,-2,9
O=C(Nc1cc(S(=O)(=O)N2CCOCC2)ccc1N1CCCCC1)c1ccccc1,0.93,-8,13,18,7,16,1,-4,7
COc1ccc(Cl)c(OC)c1C(=O)NC(=O)Nc1c(F)cc(F)cc1F,1,-4,18,17,-3,19,-3,-1,-51
O=C(Nc1ccc2nccnc2c1)Nc1ccccc1Cl,1,2,6,11,0,-25,0,-1,1
COc1ccc(OC)c(C2C(C(=O)c3ccccc3)=C(C)Nc3nc4ccccc4n32)c1 (stereo not drawn),0.87,-4,-6,12,13,-3,-5,0,-19
CCOC(=O)c1ccc(Nc2nc(C(=O)OCC)nc3ccccc23)cc1,1.1,-5,11,8,-10,21,-1,1,-1
Cn1c(SCC(=O)Nc2ccccc2Br)nnc1-c1cnccn1,0.99,-1,3,-7,1,25,1,-3,7
CC(C)C(=O)Nc1ccc(C(=O)N2CCCCCC2)cc1,1,-4,8,-10,-2,19,-2,0,7
Cn1c(SCC(=O)NCCc2ccc(S(N)(=O)=O)cc2)nc2ccccc2c1=O,0.88,-5,-7,7,12,-1,-2,4,-13
CCOC(=O)C1CCN(c2nc(-c3ccc(Br)cc3)nc3ccccc23)CC1,0.9,-11,19,3,10,12,-6,4,16
Cc1ccc(C)c(N2CCN(C(=O)c3cc4ccccn4n3)CC2)c1,0.9,-3,20,0,10,41*,-1,-3,13
O=C(Cc1ccccc1)NCC(=O)N1CCCCC1,1,-11,8,2,0,8,-1,-4,-14
CC1(C)Cc2noc(N)c2C(C)(C)N1O,1,-2,9,-5,-3,7,2,2,2
COc1ccc(N(CC(=O)N2CCC(Cc3ccccc3)CC2)S(C)(=O)=O)cc1,0.97,-6,37,8,3,23,-2,-2,-2
CCCOc1c(Br)cc(C(N)=O)cc1OCC,1,-6,0,14,-2,10,-1,-1,3
Cc1ccc(OCCSc2nnc(C)c(=O)n2N)cc1,0.93,-5,12,10,7,6,3,-2,8
COc1cc2nc(C3CCC3)nc(N3CCN(c4ccccn4)CC3)c2cc1OC,1,2,21,25,-1,8,-4,2,-2
CCCn1c(NC(=O)CSCC(=O)Nc2cc(C)on2)nc2ccccc21,1,-1,0,6,-2,-8,0,36,-20
COc1ccccc1C(=O)NC(=S)Nc1ccc(NC(=O)c2cccs2)cc1,0.89,-10,17,-4,11,1,3,-2,16
O=Cc1ccc(O)cc1O,1.1,-8,0,-26,-12,-18,-4,-4,-6
COc1ccc(-c2cc3nc4n(c(=O)c3s2)CCC4)cc1,1,-3,70*,53*,-1,58*,-5,1,5
O=C(CC(Cc1ccccc1)C(=O)O)Nc1ccccc1 (stereo not drawn),1,-4,-4,9,-1,3,-3,0,8
CC(C)(C)C(=O)NC1(C(F)(F)F)NC(=O)N(Cc2ccccc2)C1=O (stereo not drawn),0.95,3,11,9,5,-5,-2,6,10
CCC(=O)n1nc(-c2ccc(OC)cc2)nc1SC,1,10,5,26,0,14,-3,3,-8
N#Cc1c(-c2ccc(Cl)cc2)ccn2nc(CCC(=O)O)nc12,0.94,-4,-5,7,6,15,-5,0,-6
O=C(CCC(=O)OCC(F)(F)C(F)F)Nc1ccccc1F,0.93,-12,1,6,7,-11,-2,-4,7
COc1cccc(OC)c1C(=O)Nc1nnc(-c2cccs2)s1,0.91,-5,0,29,10,3,-5,0,5
O=C(CN1CCSCC1)c1c[nH]c2ccccc12,0.95,-9,10,6,5,13,1,-3,-10
CC1CCC(C(=O)NC(C(=O)NCc2cccnc2)C(C)C)CC1 (stereo not drawn),1.1,-4,-7,-7,-14,11,-2,-1,-26
O=C(Cn1c(=O)cnc2ccccc21)N1CCN(S(=O)(=O)c2ccc(F)cc2)CC1,0.99,-3,-7,11,1,-19,0,24,14
COc1cccc(N(Cc2nnc3n2CCCCC3)C(=O)Nc2ccccc2)c1,0.98,-9,-4,12,2,-2,0,-1,2
COc1ccc(NC2CCCN(C(=O)c3cccc(N4CCNC4=O)c3)C2)cc1 (stereo not drawn),0.94,-9,7,15,6,13,6,-6,3
O=C(c1ccccc1)N1CCN(CC(O)COc2cccc3ccccc23)CC1 (stereo not drawn),1,-5,2,12,-2,13,-3,-1,-25
N#Cc1cc(-c2ccccc2)cnc1Sc1ccccc1,0.9,-6,24,-17,10,25,-4,1,1
CC1CCc2c(sc(NC(=O)COC(=O)c3ccc(NC(=O)CC#N)cc3)c2C#N)C1 (stereo not drawn),0.94,-8,3,22,6,-12,3,1,-17
CCC(C)n1c(-c2cc(OC)c(OC)c(OC)c2)nc2nc3ccccc3nc21 (stereo not drawn),0.99,-6,-5,1,1,-8,-2,-1,4
O=S(=O)(NCc1csc(-c2cccs2)n1)c1cccs1,0.96,-9,17,14,4,9,2,-2,2
CCC(=O)c1cn(CCOc2ccccc2OC)c2ccccc12,1.1,-6,-11,16,-8,4,3,-8,-6
O=C(CSc1cccc2cccnc12)Nc1cc(C(=O)O)cc(C(=O)O)c1,1,0,8,10,-4,-6,-2,-3,-22
CCOC(=O)CCNC(=O)N1CCCC(C(=O)c2cccc(OC(C)C)c2)C1 (stereo not drawn),1.1,-6,-7,14,-5,5,0,-2,-21
N#Cc1ccc(NC(=O)Cn2cnc(S(=O)(=O)N3CCCC3)c2)cc1,1,-5,3,1,-2,-16,-2,-1,28
S=C(NCCc1ccccc1)Nc1ccc(Br)cn1,1,-7,17,39,-4,-3,-2,-1,4
Cc1ccc(/C=N/Nc2ccccn2)s1,1.1,9,8,10,-14,19,-1,4,-13
O=c1c2ccccc2ccc2ccccc12,0.96,-7,-2,25,4,-18,5,-1,4
CCCC(=O)NC(=S)Nc1ccc(C(C)=O)cc1,1,-4,3,15,0,6,-1,2,10
Cc1ccc(NC(=O)c2sc3ncn(CC(=O)N4CCOCC4)c(=O)c3c2C)c(Br)c1,1,-7,2,2,-3,-1,-3,-6,-7
Cc1ccsc1C(=O)Nc1ccc(O)c(-c2nc3ccccc3s2)c1,0.92,1,9,2,8,-3,-1,1,-24
Cc1ccc(NC(=O)CS(=O)CC(=O)NCCCc2ccccc2)cc1Cl (stereo not drawn),1.1,-7,15,15,-8,15,-3,-4,1
O=C(CCS(=O)(=O)c1cccs1)NC1CCCCCC1,1.1,-6,7,30,-7,12,0,4,-3
O=C(O)/C(=N/NC(=O)c1ccc(Cl)cc1)c1ccccc1,0.83,-2,15,-2,17,6,-2,-1,-28
CCOCCCNC(=S)N1CCC(C(=O)c2ccc3c(c2)OCCO3)CC1,1,12,2,7,0,2,-4,0,11
CSc1ccc(S(=O)(=O)Nc2ccc(OCC(=O)N3CCOCC3)cc2)cc1,0.97,-4,16,14,3,9,-4,7,-5
OCCC1CN(Cc2cn[nH]c2C2CCCCC2)CCN1Cc1ccccc1 (stereo not drawn),0.94,2,1,14,6,-5,-3,5,-8
CCNC(=O)Nc1cc(OC)c(OC)cc1C(=O)O,0.92,-6,-19,-9,8,10,-2,-4,12
Clc1ccc(-c2nnc(NC3=NCCCCC3)o2)cc1,1,-2,-20,1,-2,23,-3,3,-6

Ordered by length of the SMILES (falling): 13 of the compounds above
mol,mIAP activ,A3G deaminase,TIM10 inh,NLRP3 yeast inh,mIAP block,tim10-1 inh,MIN6 prolif,APOBEC3A inh,hIAP inh
Cc1ccc(NC(=O)c2sc3ncn(CC(=O)N4CCOCC4)c(=O)c3c2C)c(Br)c1,1,-7,2,2,-3,-1,-3,-6,-7
CSc1ccc(S(=O)(=O)Nc2ccc(OCC(=O)N3CCOCC3)cc2)cc1,0.97,-4,16,14,3,9,-4,7,-5
O=C(CSc1cccc2cccnc12)Nc1cc(C(=O)O)cc(C(=O)O)c1,1,0,8,10,-4,-6,-2,-3,-22
N#Cc1ccc(NC(=O)Cn2cnc(S(=O)(=O)N3CCCC3)c2)cc1,1,-5,3,1,-2,-16,-2,-1,28
Cc1ccc(NC(=O)CS(=O)CC(=O)NCCCc2ccccc2)cc1Cl (stereo not drawn),1.1,-7,15,15,-8,15,-3,-4,1
OCCC1CN(Cc2cn[nH]c2C2CCCCC2)CCN1Cc1ccccc1 (stereo not drawn),0.94,2,1,14,6,-5,-3,5,-8
O=C(O)/C(=N/NC(=O)c1ccc(Cl)cc1)c1ccccc1,0.83,-2,15,-2,17,6,-2,-1,-28
CCC(=O)c1cn(CCOc2ccccc2OC)c2ccccc12,1.1,-6,-11,16,-8,4,3,-8,-6
O=C(CCS(=O)(=O)c1cccs1)NC1CCCCCC1,1.1,-6,7,30,-7,12,0,4,-3
CCCC(=O)NC(=S)Nc1ccc(C(C)=O)cc1,1,-4,3,15,0,6,-1,2,10
S=C(NCCc1ccccc1)Nc1ccc(Br)cn1,1,-7,17,39,-4,-3,-2,-1,4
Cc1ccc(/C=N/Nc2ccccn2)s1,1.1,9,8,10,-14,19,-1,4,-13
O=c1c2ccccc2ccc2ccccc12,0.96,-7,-2,25,4,-18,5,-1,4
